Compound activity deposited in PubChem BioAssay by National Center for Advancing Translational Sciences (NCATS).
HCMV inh: inhibitors of human cytomegalovirus; HFF cells, HCMV-luciferase reporter, 72 h; stronger effect = lower value; activity change, negative = inhibition, % at 57.5 µM; 4.5% of 410,000 active; in the data active means activity change below about -60%; inconclusive means no clear call, values can overlap the other calls; inactive means above about -39%
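HFF cells seeded 16 h at 37C, treated with compounds, infected with luciferase-reporter HCMV at MOI 1 PFU/cell; luciferase read at 72 h post infection, normalized to buffer-only and Salinomycin controls.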
AMA1-RON2 inh: inhibitors of Plasmodium falciparum AMA1-RON2 interaction; AlphaScreen AMA1-biotinylated RON2 peptide binding; Potency, µM (series often up to 58.2 µM), inactives show at the highest dose activity change, negative = inhibition, hits mostly inhibitors; 0.2% of 360,000 active; AID 720542;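 further: potency means the concentration at half of the fitted maximal effect; 0% = vehicle wells and -100% = peptide control; nearly all actives have a fitted effect of over 45% in size; some results filed as inactive show a strong effect at the top dose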
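AMA1 (3D7) with his tag at 25 nM final met compounds first, then biotinylated RON2 peptide at 25 nM; detection used donor plus acceptor beads, 10 µg/mL apiece, read by AlphaScreen after 30 min at room temperature.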
HCV inh: blocks hepatitis C virus | Huh7.5.1 HCVcc-Cre infection, luciferase reporter, 44 h | Potency, µM (highest dose often 41.8 µM), inactives show at the top dose activity change, negative = inhibition, actives largely listed as inhibitors | 3.4% of 340,000 active | AID 651820; further: potency means the concentration at half of the fitted maximal effect
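Reporter virus HCVcc-Cre (~0.5 moi) infects cells exposed to compound; seeding density 1,000 cells/well with 4 h settling beforehand. Luminescence, 15 sec read, taken 44 h post-infection following a 15 min RT substrate incubation.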
Sm TGR block: inhibitors of Schistosoma mansoni thioredoxin glutathione reductase. Q962Y6. purified TGR, DTNB reduction, TNB absorbance 405 nm. Potency, µM (doses to about 114 µM), inactives show top-dose activity change, negative = inhibition, usual class: inhibitors. 3% of 360,000 active; further: potency means the concentration at half of the fitted maximal effect; nearly all actives have a fitted effect of over 60% in size
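Kinetic colorimetric format: TGR-catalysed, NADPH-driven DTNB reduction monitored via TNB absorbance. Enzyme dispensed at 20 nM; compound exposure 15 min at room temperature before reaction start.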
FBPA Giardia inh: Giardia lamblia aldolase inhibition | purified Giardia FBPA | Potency, µM (highest dose often 59.6 µM), without a hit: at the top dose activity, negative = inhibition, most hits filed as inhibitors | 0.71% of 290,000 active | AID 2451; further: potency means the concentration at half of the fitted maximal effect; nearly all actives have a fitted effect of over 55% in size
Target sequence (A8B2U2 whole entry, looked up): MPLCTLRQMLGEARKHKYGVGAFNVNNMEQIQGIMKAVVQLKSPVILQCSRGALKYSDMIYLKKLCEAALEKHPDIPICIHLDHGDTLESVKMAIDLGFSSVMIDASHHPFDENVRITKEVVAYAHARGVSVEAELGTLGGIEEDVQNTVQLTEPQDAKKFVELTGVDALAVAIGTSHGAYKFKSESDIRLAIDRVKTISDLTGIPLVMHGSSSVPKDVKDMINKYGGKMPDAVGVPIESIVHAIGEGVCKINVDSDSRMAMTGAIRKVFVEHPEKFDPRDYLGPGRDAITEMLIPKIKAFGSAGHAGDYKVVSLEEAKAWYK
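Giardia FBPA (40 nM reagent) was preincubated 10 min at RT with compound (up to 57.5 uM final), then substrate plus GAPDH/TPI/NAD/arsenate coupling system with diaphorase/resazurin was added; resorufin fluorescence (525/598 nm) was read after 20 min.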
AmpC inh detg: AmpC beta-lactamase inhibition with detergent present; 0.041% of 370,000 active; P00811; AmpC hydrolysis of nitrocefin, absorbance 480 nm, 0.01% Triton; Potency, µM (series often up to 114 µM), for inactives: at the highest dose activity change, negative = inhibition, most hits filed as inhibitors; AID 485294;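 further: potency means the concentration at half of the fitted maximal effect; 0% = no-compound wells and -100% = no-enzyme wells; nearly all actives have a fitted effect of over 25% in size; some results filed as inactive show a strong effect at the top dose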
Target sequence (P00811 whole entry, looked up): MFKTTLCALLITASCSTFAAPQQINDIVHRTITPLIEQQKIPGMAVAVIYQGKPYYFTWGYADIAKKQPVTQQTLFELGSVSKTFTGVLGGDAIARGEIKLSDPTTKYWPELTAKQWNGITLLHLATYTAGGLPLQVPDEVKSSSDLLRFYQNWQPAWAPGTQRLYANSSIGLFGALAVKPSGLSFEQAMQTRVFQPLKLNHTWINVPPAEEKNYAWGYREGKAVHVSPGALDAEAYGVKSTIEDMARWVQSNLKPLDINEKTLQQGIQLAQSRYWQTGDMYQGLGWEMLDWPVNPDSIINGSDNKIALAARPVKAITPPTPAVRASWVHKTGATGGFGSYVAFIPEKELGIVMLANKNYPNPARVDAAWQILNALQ
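20 mM phosphate pH 7.0 + 0.01% (detergent screen) or 0.0001% Triton X-100; 5.3 nM AmpC reagent; cpd preinc 15 min RT; nitrocefin (800 uM stock) to start; A480 q20 s × 4 min; Activity was normalised to no-enzyme and no-compound control wells.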
Active calls of the source: *; ? = inconclusive; · = not tested or not shown; & = joins results of further samples; [ ] = dose if it differs, or a comment. Unless noted, the call rests on the fitted dose curve; in most records, active means well fitted curve in the direction sought with a large enough effect; inconclusive means small, poorly fitted or top-dose-only effect, or another doubt; inactive means no such curve, though single readings can be large; an effect the other way counts as inactive or inconclusive. Unless noted, on the % scale 0 is the no-effect control and ±100 the full control effect.

The first six records as a preview:
SMILES	HCMV inh	AMA1-RON2 inh	HCV inh	Sm TGR block	FBPA Giardia inh	AmpC inh detg
COc1cc(C)nc(NC(=O)NC(=O)c2ccc(C(F)(F)F)cc2)n1	-34	-4%	-18%	-9%	4%	-1%
CC(C)(C)CC(C)(C)NCC(O)COc1ccc2c(c1)CCC2 (configuration not stated)	-37	-3%	?	·	·	·
CCCn1ncc(CN2CCC(Oc3ccc(C(=O)N4CCCC4)cc3)CC2)c1C	?	-8%	-5%	-11%	-2%	-12%
COCCNC(=S)N1CCC(c2nc(-c3ccc(N(C)C)cc3)no2)CC1	-24	-13%	-10%	·	-8%	-2%
Oc1ccc(C[C@H]2CNC(=S)N2CC2CCCN2C[C@H](Cc2ccccc2)N2C[C@H](Cc3ccc(O)cc3)N(CCc3ccccc3)C2=S)cc1 (some centres not stated)	?	32%[activator]	2.2µM*	·	·	·
NC(=O)c1ccc(NC(=O)C2CCN(S(=O)(=O)Cc3ccccc3)CC2)cc1	8	·	·	-8%	·	23%

Results (from the top)
SMILES	HCMV inh	AMA1-RON2 inh	HCV inh	Sm TGR block	FBPA Giardia inh	AmpC inh detg
COc1cc(C)nc(NC(=O)NC(=O)c2ccc(C(F)(F)F)cc2)n1	-34	-4%	-18%	-9%	4%	-1%
CC(C)(C)CC(C)(C)NCC(O)COc1ccc2c(c1)CCC2 (configuration not stated)	-37	-3%	?	·	·	·
CCCn1ncc(CN2CCC(Oc3ccc(C(=O)N4CCCC4)cc3)CC2)c1C	?	-8%	-5%	-11%	-2%	-12%
COCCNC(=S)N1CCC(c2nc(-c3ccc(N(C)C)cc3)no2)CC1	-24	-13%	-10%	·	-8%	-2%
Oc1ccc(C[C@H]2CNC(=S)N2CC2CCCN2C[C@H](Cc2ccccc2)N2C[C@H](Cc3ccc(O)cc3)N(CCc3ccccc3)C2=S)cc1 (some centres not stated)	?	32%[activator]	2.2µM*	·	·	·
NC(=O)c1ccc(NC(=O)C2CCN(S(=O)(=O)Cc3ccccc3)CC2)cc1	8	·	·	-8%	·	23%
Cc1ccccc1C(=O)NCc1ccc2c(c1)CCN2C(=O)c1ccccc1	-31	·	·	-2%	·	-3%
Cc1c(C(=O)N2CCC(C)CC2)c(S(=O)(=O)NCc2ccc(Br)cc2)c(C)n1C	-18	·	·	6%	·	9%
COc1cc(NC(=O)CN(C)S(=O)(=O)c2ccc3c(c2)CC(C)N3C(C)=O)cc(OC)c1OC (configuration not stated)	1	1%	-24%	-4%	14%	-12%
Cc1ccc(-c2nnn(CC(=O)Nc3ccccc3-c3ccccc3)n2)c(-n2cnnn2)c1	-17	-9%	-24%	-9%	-3%	?
Cc1nc2ccc(Cl)cc2c(=O)n1-c1ccccc1Cl	-3	2%	-8%	-28%	-5%	-15%
COc1ccc(NC(=O)C2CCCN2S(=O)(=O)c2cccc3cccnc23)cc1OC (configuration not stated)	21&78	-2%	2%	5%&1%	·	-1%&11%
CCc1cccc(Nc2cnn(C34C[C@@H]5C[C@@H](CC(CC(=O)O)(C5)C3)C4)c(=O)c2Cl)c1	-5	3%	-2%	10%	-2%	0%
CC(=O)CC[N+](C)(C)C	-34	6%	?	·	·	·
CCCC(=O)Nc1ccc(C(=O)NNC(=O)c2ccccc2Br)cc1	-17	15%	-16%	5%	-1%	?
COC(=O)c1ccc(/C=C/C(=O)c2ccc(OC)c(OC)c2)cc1	·	-9%	?	3%	2%	0%
O=C(NCCCn1ccnc1)C(=O)c1c[nH]c2ccccc12	-8	-15%	12%	0%	1%	-11%
CCOC(=O)c1ccc(NC(=O)CC(=O)Nc2ccc3nc4n(c(=O)c3c2)CCCCC4)cc1	?	·	·	-1%	·	-1%
CCS(=O)(=O)N1CCC(n2c(C(F)(F)F)nc3cccnc32)CC1	-9	·	·	-1%	·	3%
CC(=O)NC(Cc1c[nH]c2ccccc12)C(=O)NCCc1ccccn1 (configuration not stated)	-9	3%	7%	-16%	-1%	-4%
Cc1c(Cl)cccc1NC(=O)CSc1nc(=O)n(CCN2CCOCC2)c2c1CCC2	-20	·	·	-2%	·	3%
COc1cccc(Nc2cc(-c3ccccc3)nc(C)n2)c1	14	·	·	11%	·	9%
C#CCNC(=O)C1=C[C@@H](c2ccc(C(F)(F)F)cc2)C[C@@H](OCc2ccc(CO)cc2)O1	-21	6%	-3%	·	·	·
CCc1ccc([C@@H]2CC=C(C(=O)O)[C@H](c3ccccc3)N2S(=O)(=O)c2ccc(C)cc2)cc1	40	12%	10%	-36%	·	?
CCC(=O)NCCc1nc2cc(NC(=O)c3ccc(F)cc3)ccc2n1C	81	0%	4%	-4%	-16%	2%
COc1cc2c(cc1OC)C(=O)N1[C@H]3c4cc(C)ccc4OC[C@@H]3[C@H](c3ccccc3)[C@]1(C)C(=O)N2	4	-1%	?	·	·	·
c1ccn(-c2ncnc3sc4c(c23)CCCC4)c1	?	-3%	-11%	-27%[11.4 µM]	10%	1%
[O-][n+]1c2ccccc2cc2ccccc21	4	-5%	?	-3%	·	?
Cc1ccc(CNC(=O)c2nnn(CC(=O)Nc3cc(C)cc(C)c3)c2N)cc1	?	-19%	14%	0%	0%	-4%
COc1ccc2[nH]cc(CCNC(=O)c3cnn(-c4ccccc4Cl)c3C3CCN(C(=O)OC(C)(C)C)CC3)c2c1	-26	·	·	-18%	·	-2%
COc1cccc(/C=N/NC(N)=S)c1OS(=O)(=O)c1ccccc1	-23	45%[activator]	15%	-13%	?	-1%
C=CCC[C@H](Cc1ccc(F)cc1)C(=O)OC[C@@H](Cc1c[nH]c2ccccc12)NC(=O)[C@@H](CC=C)CC(=O)N[C@H](CO)Cc1ccccc1	-4	-8%	?	·	·	·
Cc1ccc(CCNC(=O)Cn2nc(-c3ccc(C)cc3)ccc2=O)cc1	?	·	·	0%	·	-6%
CC1CCN(C(=O)CSc2nnc(N)s2)CC1	-5	10%	15%	0%	·	9%
Cc1cnc(C(=O)OC(C)C(=O)NC2CCCc3ccccc32)cn1 (configuration not stated)	-27	2%	-8%	-1%	·	?
Cc1ccc(-n2c(SCC(=O)NC3CCS(=O)(=O)C3)nc3ccccc3c2=O)cc1 (configuration not stated)	-10	11%	-9%	10%	-12%	4%
COCCCNC(=O)c1ccc2c(=O)n(CC3CCCO3)c(=S)[nH]c2c1 (configuration not stated)	-15	6%	11%	6%	-12%	0%
CC1CCCN(S(=O)(=O)c2ccc(NC(=O)c3cccc(-n4cnnn4)c3)cc2)C1 (configuration not stated)	?	-20%	?	6%	1%	3%
Cc1cc(NC(=O)c2cc(-c3ccc(C)c(C)c3)nc3ccccc23)no1	70	8%	?	2%	-3%	?
COc1cc(NC(=O)CCC(=O)c2cccs2)cc(OC)c1	30	-2%	8%	6%	·	-8%
CS(=O)(=O)c1ccc2nc(NC(=O)c3ccc(=O)[nH]c3)sc2c1	?	0%	5%	0%	-11%	-2%
COc1ccc(C(=O)NC(C(=O)OCC(=O)Nc2sccc2C(N)=O)C(C)C)cc1 (configuration not stated)	0	6%	-7%	-14%	·	-2%
CC(=O)C1=C(C)NC(=S)NC1c1cccc([N+](=O)[O-])c1 (configuration not stated)	33	5%	14%	0%	-3%	2%
CN(C(=O)Nc1ccc(Cl)cc1Cl)C1CCCC1	15	5%	5%	11%	-3%	2%
COC(=O)CNC(c1ccccc1)c1cc(C)ccc1NS(=O)(=O)c1ccc(C)cc1 (configuration not stated)	-34	35%[activator]	6.3µM*	18%	5%	-14%
CCCCNc1c(N2CCN(C(=O)OCC)CC2)c(=O)c1=O	-26	-6%	7%	1%	4%	?
CCCSc1nnc(Cc2cc(=O)[nH]c(=O)[nH]2)n1-c1cc(C)ccc1C	-22	4%	7%	-3%	6%	-10%
O=C(O)CCCCCNS(=O)(=O)c1cccc2nsnc12	-6	10%	11%	-1%	7%	?
COc1ccc(OC(C)C(=O)Nc2cccc(OC)c2)cc1 (configuration not stated)	-21	8%	6%	6%	-1%	0%
COC(=O)c1nc(NC(=O)c2cc(OC)c(OC)c(OC)c2)n[nH]1	18	-6%	6%	32µM*	·	-3%
COc1ccccc1-c1cc(C(=O)NC2CCCC2)no1	61	5%	-6%	1%	-2%	5%
O=C(Cn1nc(-c2ccccc2)ccc1=O)Nc1ccc(N2CCN(C(=O)c3ccccc3)CC2)cc1	6	-10%	0%&-2%	0%	1%	-3%
Cc1ccc(-n2c(-c3ccc(Cl)cc3Cl)n[nH]c2=S)cc1	20	47%[activator]	13%	19%	16%	-18%
COc1ccc(NCc2nnc(SCCN3CCCCC3)n2-c2ccc(C)cc2)cc1	22	-16%	1%	·	0%	5%
CCOC(=O)C1CCN(CC(O)COCc2ccccc2)CC1 (configuration not stated)	-6	-13%	14%	-1%	?	-5%
Cc1ccc(CN(C(=O)c2ccccc2[N+](=O)[O-])C2CCS(=O)(=O)C2)o1 (configuration not stated)	0	-1%	10%	32µM*	·	4%
CC(C)CCn1c(=O)c2ccccc2n2c(CN(C)Cc3ccccc3)nnc12	-30	-8%	?	-6%	-1%	-4%
COc1ccc(OCc2nn3c(-c4ccco4)nnc3s2)cc1	-27	-6%	-10%	?	1%	?
COc1ccc(CCNC(=O)CSc2nc(-c3ccco3)cc(C(F)(F)F)n2)cc1OC	-11	-2%	-13%&-17%	-1%	0%	0%
CC(=O)Nc1ccc(/C=N/OCC(=O)Nc2ccc(C)cc2)cc1	30	-5%[11.6 µM]	21%	-3%	3%	0%
The list continues.
SMILES	HCMV inh	AMA1-RON2 inh	HCV inh	Sm TGR block	FBPA Giardia inh	AmpC inh detg
O=P(O)(O)CN1CCNCCN(CP(=O)(O)O)CCNCC1	-61*	42%[activator]	?	·	·	·
COc1ccc(C(=O)N(CCCO)C(C)C(=O)NC2CCCCC2)cc1OC (configuration not stated)	37	?	·	3%	1%	?
CC(=O)N1CCN(c2nc3ccc(Br)cc3s2)CC1	60	6%	8%	1%	8%	-7%
C[C@H](NC(=O)c1nc[nH]c1C(=O)N[C@@H](Cc1ccccc1)C(=O)OC(C)(C)C)C(=O)OCc1ccccc1	-5	113%[activator]	12%	-6%	-18%	?
COc1ccc(C(=S)N2CCC(C(N)=O)CC2)cc1Br	-29	0%	5%	0%	?	1%
Cc1cccc(N2CCN(C(c3ccccc3)c3nnnn3CC3CCCO3)CC2)c1C (configuration not stated)	-6	-5%	?	-26%	-5%	?
CC(C)C(c1nnnn1Cc1ccc2c(c1)OCO2)N1CCN(c2ccccc2)CC1 (configuration not stated)	-3	-18%	3%	-27%	-1%	?
O=c1nc2n(Cc3ccccc3)c3ccccc3cc-2c(=O)[nH]1	?	·	15%	-5%	4%	-6%
CCOc1cccc(-c2nnc3sc(-c4ccco4)nn23)c1	-24	-6%	1%	0%	4%	-14%
CCOc1ccc(NC(=O)c2cc(S(=O)(=O)NC3CCCC3)ccc2F)cc1	-61*	·	·	6%	·	5%
CC1(C(O)(C#CC[N+]2(C)CCCCC2)c2ccccc2)CCCC1 (configuration not stated)	?	-18%	6%	0%[57.1 µM]	0%	-8%
O=C(COc1ccc2ccc(=O)oc2c1)N1C[C@H]2C[C@@H](C1)c1cccc(=O)n1C2	25	8%	27%	-3%	-7%	?
